# Screening data from PubChem BioAssay.
# SENP8 block-1 = SENP8 (human) protease inhibition; 0.64% of 360,000 active; inhibition, % at 20 µM; recombinant SENP8, Nedd8 substrate fluorescence; AID 602440; in the data active means inhibition mostly above about 40%, no sharp cut-off; inactive means mostly below about 27%
# APOBEC3G inh = inhibitors of human APOBEC3G DNA deaminase; Q9HC16; recombinant A3G, ssDNA deamination FAM/TAMRA fluorescence; inhibition, % at 20 µM; 0.28% of 330,000 active;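 active means inhibition of at least 40% at 20 µM, with no more than 30% in the related APOBEC3A deaminase screen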;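 further: plate controls were DMSO wells with A3G for no effect and wells lacking A3G enzyme for full effect; some compounds called inactive have numbers as strong as hits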
# Target sequence (Q9HC16 whole entry, looked up): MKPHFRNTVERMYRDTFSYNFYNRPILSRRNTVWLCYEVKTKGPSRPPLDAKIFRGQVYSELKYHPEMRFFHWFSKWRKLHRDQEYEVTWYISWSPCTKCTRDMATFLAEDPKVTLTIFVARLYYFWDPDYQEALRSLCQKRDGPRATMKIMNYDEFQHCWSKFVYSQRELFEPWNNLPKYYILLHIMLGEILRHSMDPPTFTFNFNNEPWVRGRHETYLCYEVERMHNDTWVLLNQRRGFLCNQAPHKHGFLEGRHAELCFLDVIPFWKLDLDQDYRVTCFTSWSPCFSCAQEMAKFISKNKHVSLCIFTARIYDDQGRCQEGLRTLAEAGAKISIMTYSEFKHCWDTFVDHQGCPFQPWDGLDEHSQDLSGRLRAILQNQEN
# SENP7 inh = inhibitors of human SENP7 protease. Q9BQF6. AID 434973. recombinant SENP7, Z-RLRGG-aminoluciferin luminescence, 40 min. 1.5% of 330,000 active. inhibition, % at 5 µM;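 active means inhibition above about 50% at the single test dose, limit read from the data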;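 further: plate controls were DMSO with enzyme for no effect and no enzyme buffer wells for full effect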
# Apaf-1 inh = blocks human Apaf-1 apoptosome activity; O14727; reconstituted apoptosome caspase-3 activity, DEVD-Rh110 fluorescence; inhibition, % at 20 µM; 0.71% of 330,000 active; AID 489030; active means inhibition of at least 40% at 20 µM;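 further: plate controls were DMSO wells for no effect and DEVD-CHO caspase inhibitor wells for full effect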
#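 Material: cell-free apoptosome with Apaf-1, procaspase-3 and caspase-9; Buffer or medium: Hepes pH 7.5 with detergent and BSA; Reagent: cytochrome c trigger plus (Z-DEVD)2-Rh110 caspase-3 substrate; Times: compound with Apaf-1, dATP, procaspase-3 30 min, then 50 min reaction, room temperature; Technique: Rh110 fluorescence intensity.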
# SENP6 block = SENP6 protease inhibition; Recombinant SENP6 catalytic domain, aminoluciferin luminescence; inhibition, % at 10 µM; 1.8% of 330,000 active;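 active means inhibition above about 50% at the single tested dose, limit read from the data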;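 further: plate controls were DMSO wells with enzyme for no effect and DMSO wells lacking enzyme for full effect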
# Target sequence (Q9GZR1 628-1112 limits assumed): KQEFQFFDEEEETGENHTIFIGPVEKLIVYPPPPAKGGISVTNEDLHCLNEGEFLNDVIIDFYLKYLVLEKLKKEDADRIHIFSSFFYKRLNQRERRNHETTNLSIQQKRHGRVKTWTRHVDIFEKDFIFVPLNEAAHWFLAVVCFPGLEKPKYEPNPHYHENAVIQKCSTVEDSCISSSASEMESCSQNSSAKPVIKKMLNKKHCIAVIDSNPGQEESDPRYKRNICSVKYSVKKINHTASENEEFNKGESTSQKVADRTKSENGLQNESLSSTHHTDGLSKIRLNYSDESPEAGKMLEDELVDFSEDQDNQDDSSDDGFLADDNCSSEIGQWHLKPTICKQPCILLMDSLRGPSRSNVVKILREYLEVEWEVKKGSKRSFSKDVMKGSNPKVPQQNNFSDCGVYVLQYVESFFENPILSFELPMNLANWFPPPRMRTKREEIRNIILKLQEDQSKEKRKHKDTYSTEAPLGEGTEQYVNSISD
# SENP1 inh = SENP1 (human) catalytic domain inhibition; 0.21% of 360,000 active; recombinant SENP1 catalytic domain, CyPet-SUMO1-YPet FRET cleavage; inhibition, % at 10 µM; Q9P0U3;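 active means inhibition at least 30% at 10 µM, raw YFP signal under a set limit, fluorescence ratio 0.5 to 1.5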;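 further: 0% = enzyme with DMSO and 100% = no enzyme wells; some results filed as inactive read as strong as hits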
#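 Test system: human SENP1 catalytic domain; medium: Tris pH 8 buffer plus EDTA, NaCl, BME, BSA, NP40, catalase; incubation: 50 min reaction at room temperature; technique: FRET, CFP and YFP emission; controls: no-enzyme low control and enzyme-plus-DMSO high control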
# UBC13 inh = inhibitors of human UBC13 polyubiquitin chain formation; P61088; TR-FRET; inhibition, % at 20 µM; 0.47% of 330,000 active; AID 485273; in the data active means inhibition above about 45%, passing the limit was not always enough
# Target sequence (P61088 whole entry, looked up): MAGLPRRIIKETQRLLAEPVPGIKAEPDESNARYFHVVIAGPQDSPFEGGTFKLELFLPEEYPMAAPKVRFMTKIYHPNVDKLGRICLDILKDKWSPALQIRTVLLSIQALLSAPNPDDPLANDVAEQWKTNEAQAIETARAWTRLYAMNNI
# SENP8 block-2 = SENP8 protease inhibition. 1.2% of 330,000 active. AID 2540. purified SENP8, Z-RLRGG-aminoluciferin cleavage, luminescence. Q96LD8. inhibition, % at 10 µM; in the data active means inhibition above about 50%
# * marks the source's active call; other numbers are inactive results. Rows were taken by chance; overall some 3.6% were active at least once.
# Preview (3 entries):
# Order of results: SENP8 block-1, APOBEC3G inh, SENP7 inh, Apaf-1 inh, SENP6 block, SENP1 inh, UBC13 inh, SENP8 block-2
- CS(=O)(=O)c1ccc([C@@H](O)[C@@H](CO)NC(=O)C(Cl)Cl)cc1
    4.4, -4.4, 1.4, -11.3, 7.5, -2.6, 3.6, 1.4
- O=[N+]([O-])c1ccc(N2CCN(C(=S)Nc3ccc(F)cc3F)CC2)cc1
    22.0, -7.5, 4.3, 3.2, 5.1, -6.0, -1.4, 5.5
- Nc1nnc(SCCCC(=O)c2ccc(Br)cc2)s1
    16.3, -2.8, -12.0, 6.6, -7.8, 0.7, -2.0, -9.9

# This part in full, previewed entries included:
# Order of results: SENP8 block-1, APOBEC3G inh, SENP7 inh, Apaf-1 inh, SENP6 block, SENP1 inh, UBC13 inh, SENP8 block-2
- CS(=O)(=O)c1ccc([C@@H](O)[C@@H](CO)NC(=O)C(Cl)Cl)cc1
    4.4, -4.4, 1.4, -11.3, 7.5, -2.6, 3.6, 1.4
- O=[N+]([O-])c1ccc(N2CCN(C(=S)Nc3ccc(F)cc3F)CC2)cc1
    22.0, -7.5, 4.3, 3.2, 5.1, -6.0, -1.4, 5.5
- Nc1nnc(SCCCC(=O)c2ccc(Br)cc2)s1
    16.3, -2.8, -12.0, 6.6, -7.8, 0.7, -2.0, -9.9
- O=C(Nc1ccccc1C(=O)O)c1cc(S(=O)(=O)N2CCCCC2)cs1
    -3.7, -5.9, -3.8, -2.3, 15.3, -0.1, 0.4, 7.2
- O=C1C(SCCO)=C(SCCO)C(=O)c2ccccc21
    -72.9, 73.3*, 56.4*, 96.9*, 89.2*, 4.4, -124.4, 88.8*
- Cc1c2c(n3c(nc4ccccc43)c1C#N)N(CCCN(C)C)CC2
    -422.9, -3.6, -4.8, -10.1, 13.7, -31.9, 10.5, 1.6
- Cc1ccnc(NS(=O)(=O)c2ccc(NS(=O)(=O)c3cccs3)cc2)n1
    -1.9, -4.6, 1.1, -3.1, -11.5, -55.0, -2.1, -7.8
- Cc1ccc(OCCCC(=O)NNC(=O)c2ccccn2)cc1
    19.3, -1.4, -1.1, 0.8, -2.3, 0.7, 56.4*, 3.6
- COC(=O)[C@H](C)NC(=O)NCc1ccccc1F
    11.5, -6.8, 2.4, -0.1, 3.7, 3.5, -1.9, 2.0
- Cc1ccc(OCC(=O)NN=C2c3ccccc3-c3ccccc32)cc1
    2.8, -2.6, -4.9, 4.0, -0.5, -1.7, -9.5, 6.0
- O=C1c2ccccc2C(Nc2ccc3c(c2)OCCO3)N1Cc1ccc2c(c1)OCO2 (stereo unspecified)
    16.1, -5.6, 4.6, -0.5, -5.0, 0.3, 7.9, -4.1
- O=C1OCCC1Sc1nc2ccccc2n1-c1ccccc1 (stereo unspecified)
    8.2, -3.9, -2.8, -2.3, -8.9, 1.2, -4.0, 9.7
- CCOC(=O)c1sc2ccccc2c1OC(=O)c1ccccc1
    -34.9, 7.6, 3.6, -3.8, -7.4, 2.6, 0.9, -9.4
- O=C(O)CC1S/C(=N/N=C/c2ccc(-c3ccc(Cl)c([N+](=O)[O-])c3)o2)NC1=O (stereo unspecified)
    22.7, 7.0, -2.3, 12.3, 19.4, 1.8, -18.6, 1.5
- Cc1ccc(N2OC3C(=O)NC(=O)C3C2c2ccco2)cc1 (stereo unspecified)
    18.3, -3.1, 0.1, -4.1, 4.4, 0.9, 0.9, 2.5
- CN(C)Cc1c(O)ccc2occ(C(=O)c3ccc(F)cc3)c12
    12.1, 5.7, -5.6, -2.4, -3.2, -0.2, -0.1, -1.1
- Cc1ccc(S(=O)(=O)C2(C(=O)N3CCCC(C)C3)CC2)cc1 (stereo unspecified)
    8.7, -4.2, 1.4, -5.3, -8.0, 0.1, -2.0, -14.3
- Cc1ccccc1NC(=O)C1CCCN(c2nnc(N3CCCC3=O)s2)C1 (stereo unspecified)
    18.6, 3.4, 1.3, 6.4, 0.4, 1.9, -0.9, 6.3
- Cc1ccc(-c2nc(-c3ccncc3)no2)cc1C
    2.4, -2.7, 78.0*, 12.2, 84.9*, 0.5, 2.1, 79.4*
- O=C(NCc1ccccn1)c1ccc(OC2CCN(Cc3ccccc3)CC2)cc1
    14.4, -5.2, 8.9, 3.2, -20.6, -5.8, 2.0, -4.3
- CN1CCN(S(=O)(=O)c2ccc(N3CCN(c4ccccc4O)CC3)c([N+](=O)[O-])c2)CC1
    39.2*, 1.1, -19.0, 9.3, -17.6, 0.5, -10.3, -1.3
- Cc1ccc(-c2csc3nnc(SCC(=O)Nc4nsc(-c5ccccc5)n4)n23)cc1
    21.6, 0.9, -1.3, 12.4, 8.4, 2.1, -0.6, -2.2
- Cc1ccc([N+](=O)[O-])c(C(=O)N/N=C/c2cccs2)c1
    11.8, 13.8, 7.4, 4.7, -21.2, 0.6, -9.9, -12.3
- Cn1c(SCC(=O)Nc2ccc(N3CCOCC3)cc2)nnc1-c1ccccc1
    9.1, -3.1, -7.9, -20.6, -5.9, 0.8, -6.5, -0.4
- Cc1cccc(Cc2cnc(NC(=O)c3ccc(C)o3)s2)c1
    -15.9, -1.0, 5.8, 18.7, 30.4, -6.7, 2.6, -6.9
- Cc1ccc(S(=O)(=O)N2CCC(=O)N(CCOC(=O)Nc3ccccc3C)CC2)cc1
    10.8, -11.0, -10.6, 3.9, -6.4, -0.9, 4.6, 1.4
- O=C(NCCC1=CCCCC1)C1CCCN(S(=O)(=O)c2cnc[nH]2)C1 (stereo unspecified)
    5.2, -4.3, 4.7, -8.4, -0.9, 3.4, 6.1, 0.6
- O=C(Nc1ccc(F)cc1)N1CCN(CCc2ccccc2)CC1
    28.3, -4.3, -6.3, -1.3, -9.3, 3.2, -8.8, 3.2
- COc1ccc(CCNS(=O)(=O)c2cccc(F)c2)cc1OC
    13.0, -5.7, -4.5, -0.4, -0.3, 2.0, -2.3, -8.9
- Cc1ccccc1C(=O)NC1CCCN(Cc2ccccc2F)C1 (stereo unspecified)
    14.7, -5.6, -5.3, -4.5, -13.6, -3.6, 7.7, 1.6

# Ordered by formula weight (ascending): some entries from above.
# Order of results: SENP8 block-1, APOBEC3G inh, SENP7 inh, Apaf-1 inh, SENP6 block, SENP1 inh, UBC13 inh, SENP8 block-2
- Cc1ccc([N+](=O)[O-])c(C(=O)N/N=C/c2cccs2)c1
    11.8, 13.8, 7.4, 4.7, -21.2, 0.6, -9.9, -12.3
- Cc1cccc(Cc2cnc(NC(=O)c3ccc(C)o3)s2)c1
    -15.9, -1.0, 5.8, 18.7, 30.4, -6.7, 2.6, -6.9
- O=C(NCCC1=CCCCC1)C1CCCN(S(=O)(=O)c2cnc[nH]2)C1 (stereo unspecified)
    5.2, -4.3, 4.7, -8.4, -0.9, 3.4, 6.1, 0.6
- O=C(Nc1ccccc1C(=O)O)c1cc(S(=O)(=O)N2CCCCC2)cs1
    -3.7, -5.9, -3.8, -2.3, 15.3, -0.1, 0.4, 7.2

# The listing continues:
# Order of results: SENP8 block-1, APOBEC3G inh, SENP7 inh, Apaf-1 inh, SENP6 block, SENP1 inh, UBC13 inh, SENP8 block-2
- CCOc1ccc(C(=O)CCN2CCCCC2)cc1
    16.9, -3.8, -6.1, 2.3, -27.0, 0.9, -3.0, -6.3
- COc1cc(C(=O)N2CCN(c3cccc(C)c3C)CC2)ccc1OCC(=O)N1CCOCC1
    11.5, 0.7, 4.8, 50.8*, -1.7, 0.1, 25.2, 4.9
- Cc1c(C)n(Cc2ccc(F)cc2)c2ccc(C(=O)NCCN3CCOCC3)cc12
    -1.1, -4.0, 6.0, 14.4, 8.8, -2.8, 5.0, 2.8
- O=C(c1ccccc1)C1CCN(CC(=O)N2CCN(c3ccccc3)CC2)CC1
    0.4, 5.0, 8.8, -1.0, 3.6, 0.6, 4.4, -3.1
- O=C1c2ccccc2C(=O)N1Cc1cnc(N2CCN(c3ccccc3)CC2)s1
    12.9, -3.8, 2.0, 12.1, -19.4, 1.9, 7.7, -5.8
- CCc1c(C)nc(SCC(=O)Nc2c(C)n(C)n(-c3ccccc3)c2=O)[nH]c1=O
    8.6, -5.1, 2.3, -4.6, 2.7, 2.4, 11.8, 0.0
- CCn1ncc([C@@H]2C[C@H]3CN(Cc4cccc(Cl)c4)C(=O)[C@]34CCCN24)c1C
    5.3, -3.6, 12.3, -1.0, -1.6, 2.2, -0.8, 0.4
- CSc1nccc(N2CCN(c3ccc(F)cc3)CC2)n1
    15.5, -6.6, 1.5, -6.0, -5.5, 0.2, 3.0, 1.6
- Cc1cc(=O)oc2cc(OCC(=O)OCC(=O)Nc3ccccc3C(C)C)ccc12
    -115.5, 4.1, 10.4, -0.9, 8.7, 1.4, -5.2, 3.9
- CCCn1c(NCc2ccc3c(c2)OCO3)nc2ccccc21
    6.4, -5.4, -8.3, -2.3, -5.4, -8.2, 7.8, -6.4
- CN(C)S(=O)(=O)c1cccc(C(=O)OCC(=O)NCc2ccccc2)c1
    1.0, -8.0, -1.7, 0.0, -28.2, 0.7, 5.7, -8.4
- Cc1ccccc1OCCN1C(=O)c2ccccc2C1=O
    10.3, -6.5, 0.4, -10.5, 19.7, 0.3, 9.5, 6.8
- Cn1c(=O)c(-[n+]2ccccc2)c([O-])c2ccccc21
    -68.0, -6.4, 4.5, -3.5, -9.6, 1.7, 8.1, -5.4
- N#Cc1ccc(C(=O)N(Cc2ccccc2)c2ccccc2)cc1
    3.5, 4.6, -8.8, 14.2, -14.2, 1.5, 2.0, -4.5
- CNCCCOc1cccc(OC(C)C)c1
    20.2, -1.2, -2.4, -2.0, -2.9, 0.3, -63.1, 2.4
- CCN(CC)S(=O)(=O)c1cccc(-c2nnc(SCCOc3ccc(Cl)cc3)o2)c1
    14.9, -0.5, -2.0, 31.3, -12.9, 2.9, -6.7, -1.4
- O=C(CCCN1CCc2[nH]c3ccc(F)cc3c2C1)c1ccc(F)cc1
    28.0, -4.1, -2.6, 65.0*, 4.5, 0.9, 18.1, 2.6
- COC(=O)C1=CN(C(C)c2ccccc2)C=C(C(=O)OC)C1c1cc(OC)c(OC)c(OC)c1 (stereo unspecified)
    -286.1, 3.5, -8.8, 25.4, -6.7, -124.7, 2.6, 1.5
- NC(=O)c1ccc(NC(=O)COC(=O)c2cc3c(s2)CCC3)cc1
    -106.0, 14.6, 5.1, -13.1, 13.7, -25.1, 3.6, 5.6
- CCCOc1ccc(C(=O)CCN2CCCCC2)cc1
    27.7, -1.7, 6.9, -1.8, 3.3, -0.4, -3.2, -1.4

# Compound profiles, as listed above.
# Cn1c(=O)c(-[n+]2ccccc2)c([O-])c2ccccc21 in the list: SENP8 block-1: -68.0; APOBEC3G inh: -6.4; SENP7 inh: 4.5; Apaf-1 inh: -3.5; SENP6 block: -9.6; SENP1 inh: 1.7; UBC13 inh: 8.1; SENP8 block-2: -5.4
# CCCOc1ccc(C(=O)CCN2CCCCC2)cc1 in the list: SENP8 block-1: 27.7; APOBEC3G inh: -1.7; SENP7 inh: 6.9; Apaf-1 inh: -1.8; SENP6 block: 3.3; SENP1 inh: -0.4; UBC13 inh: -3.2; SENP8 block-2: -1.4

# The results go on:
# Order of results: SENP8 block-1, APOBEC3G inh, SENP7 inh, Apaf-1 inh, SENP6 block, SENP1 inh, UBC13 inh, SENP8 block-2
- Cc1cccc(NCc2ccccc2O)c1
    0.1, -3.9, 7.3, 4.1, 9.1, -2.5, 5.5, -11.3
- C/C(=N\n1c(C)nc2ccccc2c1=O)c1ccc(N)cc1
    28.7, -11.7, -7.8, -14.5, -7.3, 0.7, 0.8, -1.6
- CCN1CCN(c2ccc(NC(=O)c3ccc(C#N)cc3F)cc2Cl)CC1
    22.6, -8.0, -0.8, -10.8, -5.2, 2.1, -13.4, 0.9
- COC(=O)CCn1[nH]c(=O)c2ccccc2c1=O
    -9.8, -8.6, 4.1, 0.4, -8.9, 3.1, 9.1, -1.5
